# Screens deposited in PubChem by Sanford-Burnham Center for Chemical Genomics.
# SENP6 block: blocks the human protease SENP6; Q9GZR1; 330,000 compounds, 1.8% hits; AID 2599; inhibition, % at 10 µM; Recombinant SENP6 catalytic domain, aminoluciferin luminescence;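 active means inhibition above about 50% at the single tested dose, limit read from the data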;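 further: plate controls were DMSO wells with enzyme for no effect and DMSO wells lacking enzyme for full effect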
# SENP8 block-1: inhibitors of human SENP8 protease; Q96LD8; AID 602440; 360,000 compounds, 0.64% hits; recombinant SENP8, Nedd8 substrate fluorescence; inhibition, % at 20 µM; in the data active means inhibition mostly above about 40%, no sharp cut-off; inactive means mostly below about 27%
# Target sequence (Q96LD8 whole entry, looked up): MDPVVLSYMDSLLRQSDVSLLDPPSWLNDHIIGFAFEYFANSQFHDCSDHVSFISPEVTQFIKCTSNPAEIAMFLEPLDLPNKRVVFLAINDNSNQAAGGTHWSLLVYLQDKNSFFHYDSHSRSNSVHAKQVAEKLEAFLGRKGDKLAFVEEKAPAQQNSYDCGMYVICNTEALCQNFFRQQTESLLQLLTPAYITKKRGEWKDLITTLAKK
# UBC13 inh: blocks human UBC13 polyubiquitin chain formation | P61088 | TR-FRET | inhibition, % at 20 µM | 330,000 compounds, 0.47% hits; in the data active means inhibition above about 45%, passing the limit was not always enough
# Target sequence (P61088 whole entry, looked up): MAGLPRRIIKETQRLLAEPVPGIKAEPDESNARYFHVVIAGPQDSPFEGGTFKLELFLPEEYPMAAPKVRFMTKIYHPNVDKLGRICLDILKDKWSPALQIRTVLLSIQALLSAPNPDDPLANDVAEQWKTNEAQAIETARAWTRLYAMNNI
# Apaf-1 inh: inhibitors of human Apaf-1 apoptosome. O14727. reconstituted apoptosome caspase-3 activity, DEVD-Rh110 fluorescence. inhibition, % at 20 µM. 330,000 compounds, 0.71% hits. AID 489030; active means inhibition of at least 40% at 20 µM;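 further: plate controls were DMSO wells for no effect and DEVD-CHO caspase inhibitor wells for full effect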
#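 Assay system: Apoptosome proteins | Medium: pH 7.5 Hepes buffer with CHAPS, BSA, DTT | Also added: Cytochrome c and DEVD-Rh110 substrate | Times: 30 min plus 50 min, RT | Detection: Rhodamine 110 fluorescence at Ex 480/Em 540 nm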
# SENP8 block-2: inhibitors of human SENP8 protease; Q96LD8; purified SENP8, Z-RLRGG-aminoluciferin cleavage, luminescence; 330,000 compounds, 1.2% hits; inhibition, % at 10 µM; AID 2540; in the data active means inhibition above about 50%
# SENP7 block: SENP7 protease inhibition; Q9BQF6; recombinant SENP7, Z-RLRGG-aminoluciferin luminescence, 40 min; inhibition, % at 5 µM; 330,000 compounds, 1.5% hits;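 active means inhibition above about 50% at the single test dose, limit read from the data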;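 further: plate controls were DMSO with enzyme for no effect and no enzyme buffer wells for full effect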
# Target sequence (Q9BQF6 706-1050 limits assumed): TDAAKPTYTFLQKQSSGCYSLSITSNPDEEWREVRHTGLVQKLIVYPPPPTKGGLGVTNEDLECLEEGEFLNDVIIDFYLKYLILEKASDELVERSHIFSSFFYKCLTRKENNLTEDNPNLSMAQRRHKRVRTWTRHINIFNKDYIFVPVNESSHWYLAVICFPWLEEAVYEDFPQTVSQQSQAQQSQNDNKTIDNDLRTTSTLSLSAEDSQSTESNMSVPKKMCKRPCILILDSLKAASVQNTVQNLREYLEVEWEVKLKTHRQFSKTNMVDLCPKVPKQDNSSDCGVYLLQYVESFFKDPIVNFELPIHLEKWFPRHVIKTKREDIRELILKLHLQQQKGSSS
# SENP1 FRET inh: inhibitors of human SENP1 SUMO protease catalytic domain; Q9P0U3; 360,000 compounds, 0.21% hits; recombinant SENP1 catalytic domain, CyPet-SUMO1-YPet FRET cleavage; inhibition, % at 10 µM;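 active means inhibition at least 30% at 10 µM, raw YFP signal under a set limit, fluorescence ratio 0.5 to 1.5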;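 further: 0% = enzyme with DMSO and 100% = no enzyme wells; some results filed as inactive read as strong as hits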
# Target sequence (Q9P0U3 419-644 limits assumed): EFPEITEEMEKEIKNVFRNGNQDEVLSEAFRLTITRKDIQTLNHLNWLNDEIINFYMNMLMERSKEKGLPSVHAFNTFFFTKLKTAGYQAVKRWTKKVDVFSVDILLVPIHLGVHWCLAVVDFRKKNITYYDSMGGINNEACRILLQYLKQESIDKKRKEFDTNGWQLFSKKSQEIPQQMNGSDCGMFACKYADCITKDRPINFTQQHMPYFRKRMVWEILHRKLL
#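 Assay system: hSENP1 catalytic domain, recombinant. Amount: SENP1 enzyme, 20 pM final. Schedule: 50 min reaction, RT, dark. Technique: FRET, CFP and YFP emission. Control set: no-enzyme wells low, DMSO-plus-enzyme wells high control.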
# APOBEC3G inh: inhibitors of human APOBEC3G DNA deaminase; 330,000 compounds, 0.28% hits; inhibition, % at 20 µM; Q9HC16; AID 493012; recombinant A3G, ssDNA deamination FAM/TAMRA fluorescence;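 active means inhibition of at least 40% at 20 µM, with no more than 30% in the related APOBEC3A deaminase screen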;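 further: plate controls were DMSO wells with A3G for no effect and wells lacking A3G enzyme for full effect; some compounds called inactive have numbers as strong as hits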
# The depositor's hits bear a star. Outcome played no part in choosing rows; 3.6% or so of the library scored in one or more.
SMILES,SENP6 block,SENP8 block-1,UBC13 inh,Apaf-1 inh,SENP8 block-2,SENP7 block,SENP1 FRET inh,APOBEC3G inh
COc1cccc(NC(=O)C2C3C=CC4(O3)C2C(=O)N(CCCN2CCCC(C)C2)C4C(=O)NC2CCCCC2C)c1 (stereo unspecified),-18,20,-4,5,-6,-2,1,-6
CN1CCN(S(=O)(=O)c2cccc(C(=O)Nc3sccc3C#N)c2)CC1,3,-32,-20,7,-7,-12,-45,-10
COc1ccc(N(C)C(=O)c2oc(=O)c3ccccc3c2-c2ccc(C)cc2)c(OC)c1,14,28,-6,6,-1,14,3,0
Cc1cc(C)nc(NC(=S)Nc2ccccc2)n1,10,-1,4,-16,-2,7,6,-8
CCOc1cc(C(=O)NCCCNC(=O)c2cc(OCC)c(OCC)c(OCC)c2)cc(OCC)c1OCC,-10,9,1,12,-4,8,2,7
O=C1c2ccccc2C(=O)N1CCc1c[nH]c2ccc(O)cc12,-36,10,7,8,-2,-6,0,-6
COc1ccc2c(CC(=O)NNC(=O)c3ccc(O)cc3)coc2c1,14,-14,6,-6,-2,9,-5,-5
Cc1ccc(-c2nc(CS(=O)CC(=O)N3CCN(c4ncccn4)CC3)c(C)o2)cc1 (stereo unspecified),-8,-32,2,8,-9,6,-1,2
O=C(Nc1ccccc1C(=O)NC(Cc1c[nH]c2ccccc12)C(=O)O)c1ccco1 (stereo unspecified),10,8,-9,15,-11,4,0,-2
COc1cccc(NC(=O)CN(C)C(=O)c2ccc(S(=O)(=O)Nc3ccccc3F)cc2)c1,1,10,-2,-1,12,-9,4,-1
O=C1Cc2ccccc2C(=O)N1c1cccc(Cl)c1,52*,71*,-9,29,10,18,-3,7
Cc1ccc2[nH]c3c(N4CCOCC4)ncnc3c2c1,-24,-492,6,3,-11,-5,-5,2
CCC(=O)N1CCc2cc(S(=O)(=O)NCCC(=O)NCc3ccccc3Cl)ccc21,3,15,-1,-13,11,-3,1,-11
Cc1ccc(Nc2nnc(SC(C)C(=O)Nc3c(C)n(C)n(-c4ccccc4)c3=O)s2)cc1 (stereo unspecified),-13,17,0,-1,-8,4,2,-6
Cc1ccc(CNC(=O)[C@@H]2CCC(=O)N2Cc2ccco2)cc1,-6,31,-2,2,-2,0,0,-2
O=C(CCc1nc2ccccc2[nH]c1=O)OCC(=O)N1CCc2ccccc21,-1,-45,8,11,-6,2,1,-3
C=CCNC(=O)CSc1nnc(-c2ccccc2Br)n1-c1cccc(C(F)(F)F)c1,-11,11,6,18,2,7,1,-2
CCCc1ccc2oc(C(=O)NCCc3nc(C(=O)OCC)cs3)c(C)c2c1,8,-1,2,41*,-2,-1,0,-8
COc1ccc(-c2cc(C(N)=O)nc(N3CCCCCC3)n2)cc1,-1,-384,24,6,4,2,-23,6
O=C(NCCc1c[nH]c2ccccc12)c1cccc(S(=O)(=O)Nc2ccccc2Cl)c1,-13,10,-9,35,-5,-5,0,-8
CCc1ccc(Nc2cc(C)nc3nc(C)nn23)cc1,-5,0,-3,0,5,1,1,-4
COc1ccc(CCNC(=O)CC(NS(=O)(=O)c2ccc(NC(C)=O)cc2)C(C)C)cc1OC (stereo unspecified),-9,6,-5,3,2,12,2,-3
O=C(C1CCC1)N1CCC(c2nc3c(nnn3Cc3c(F)cccc3Cl)c(=O)[nH]2)CC1,-14,23,11,10,-5,-3,-1,-1
OC1(c2ccc(Br)cc2)CCN(Cc2cccc(Br)c2)CC1,-9,0,9,3,-3,-5,1,-6
COc1ccc(CCNC(=O)c2cccc3c2C(=O)N(C2CCCCC2)C3)cc1OC,-1,11,8,11,-2,5,0,-4
CC(C)CN1C(=O)C(=O)N(CC(=O)c2ccc3c(c2)OCO3)C1=O,-5,11,4,9,-11,9,0,-9
Cc1cc(C(=O)NC(=S)Nc2ccccc2N2CCOCC2)ccc1[N+](=O)[O-],13,16,-3,27,6,10,3,-1
COc1ccc(S(=O)(=O)N2CCc3ccccc32)cc1C(=O)NC1(C)CCS(=O)(=O)C1 (stereo unspecified),5,1,13,36,5,-1,-1,1
CC1CCN(C(=O)c2cc(-c3ccc(Cl)c(Cl)c3)on2)CC1,3,31,14,14,-15,11,0,-3
Cc1ccc2cc3c(NC(=O)c4cccnc4)nn(C)c3nc2c1,0,-445,-9,13,-9,12,-19,-3

# Next section; the last seven above are carried over.
SMILES,SENP6 block,SENP8 block-1,UBC13 inh,Apaf-1 inh,SENP8 block-2,SENP7 block,SENP1 FRET inh,APOBEC3G inh
OC1(c2ccc(Br)cc2)CCN(Cc2cccc(Br)c2)CC1,-9,0,9,3,-3,-5,1,-6
COc1ccc(CCNC(=O)c2cccc3c2C(=O)N(C2CCCCC2)C3)cc1OC,-1,11,8,11,-2,5,0,-4
CC(C)CN1C(=O)C(=O)N(CC(=O)c2ccc3c(c2)OCO3)C1=O,-5,11,4,9,-11,9,0,-9
Cc1cc(C(=O)NC(=S)Nc2ccccc2N2CCOCC2)ccc1[N+](=O)[O-],13,16,-3,27,6,10,3,-1
COc1ccc(S(=O)(=O)N2CCc3ccccc32)cc1C(=O)NC1(C)CCS(=O)(=O)C1 (stereo unspecified),5,1,13,36,5,-1,-1,1
CC1CCN(C(=O)c2cc(-c3ccc(Cl)c(Cl)c3)on2)CC1,3,31,14,14,-15,11,0,-3
Cc1ccc2cc3c(NC(=O)c4cccnc4)nn(C)c3nc2c1,0,-445,-9,13,-9,12,-19,-3
CCc1ccccc1-n1nnnc1SCC(=O)Nc1ccc(N2CCN(C)CC2)cc1,-10,12,16,-2,3,5,1,1
COc1cccc(CN(C)C(=O)c2ccc3c(=O)n4c(nc3c2)CCC4)c1OC,1,-21,10,2,3,1,1,-6
Cn1nccc1C(=O)Nc1ccn(C23CC4CC(CC(C4)C2)C3)n1,15,12,3,5,1,3,0,5
Cc1noc(C)c1COC(=O)c1ccc(S(=O)(=O)NCc2ccco2)cc1,12,24,-5,6,8,6,3,0
Cc1ccc(NC(=S)Nc2ccc(Br)cc2)cc1,-15,15,3,13,-3,0,0,-3
COc1ccc(NC(=O)CN(C)C(=O)c2cccc(S(=O)(=O)N3CCN(c4ccccc4)CC3)c2)cc1,-1,9,0,18,-13,10,1,-5
COC(=O)CCN(C1CCCCC1)S(=O)(=O)c1ccc(S(=O)(=O)NC2CCCCC2)cc1,-4,13,-12,31,-5,-4,1,2
CCCc1nc2ccccc2c(=O)n1CC(=O)c1ccc(OC)cc1,-21,13,6,11,-2,-6,1,-7
CN(C)C=NC(=O)/C(C#N)=C/c1ccccc1,-11,-18,2,-11,-1,13,-14,-1
Cc1ccc(OCC(=O)Nc2ccccc2N2CCCC2)c(C)c1,1,32,4,14,3,-4,1,3

# Reprinted at random: 5 records from the list, in no set order.
SMILES,SENP6 block,SENP8 block-1,UBC13 inh,Apaf-1 inh,SENP8 block-2,SENP7 block,SENP1 FRET inh,APOBEC3G inh
Cc1ccc(NC(=S)Nc2ccc(Br)cc2)cc1,-15,15,3,13,-3,0,0,-3
COc1cccc(CN(C)C(=O)c2ccc3c(=O)n4c(nc3c2)CCC4)c1OC,1,-21,10,2,3,1,1,-6
CCCc1nc2ccccc2c(=O)n1CC(=O)c1ccc(OC)cc1,-21,13,6,11,-2,-6,1,-7
Cc1noc(C)c1COC(=O)c1ccc(S(=O)(=O)NCc2ccco2)cc1,12,24,-5,6,8,6,3,0
COc1ccc(NC(=O)CN(C)C(=O)c2cccc(S(=O)(=O)N3CCN(c4ccccc4)CC3)c2)cc1,-1,9,0,18,-13,10,1,-5

# Further entries:
SMILES,SENP6 block,SENP8 block-1,UBC13 inh,Apaf-1 inh,SENP8 block-2,SENP7 block,SENP1 FRET inh,APOBEC3G inh
CCOC(=O)c1cc(-c2ccccc2)sc1NC(=O)COC(=O)c1cccc(S(N)(=O)=O)c1,-12,-60,-25,-20,-7,-9,3,-7
Cc1ccc(S(=O)(=O)N(NC2=NS(=O)(=O)c3ccccc32)C(=O)c2ccccc2)cc1,-7,19,-16,6,-4,-6,2,-6
N=C1SC(c2ccccc2)C(=O)N1c1ncc(Cc2ccccc2)s1 (stereo unspecified),-13,14,-19,22,-10,-13,0,-8
O=C(O)Cc1ccc(NC(=O)C2CCCCC2C(=O)O)cc1 (stereo unspecified),-11,2,1,-6,-4,1,0,-1
Nc1nc(-c2ccco2)nn1S(=O)(=O)c1ccccc1,9,14,3,-10,0,-1,-2,-13
Clc1cccc(Cl)c1-c1nnc2cccc(Cl)n12,3,3,2,7,4,8,0,-1
CN(C)S(=O)(=O)c1cc(NC(=O)CN2CCN(c3ccccc3O)CC2)ccc1Cl,1,4,12,-12,6,4,0,-7
CC(C)S(=O)(=O)c1csc(C(=O)Nc2ccc(F)cc2)c1N,98*,-121,0,-8,92*,98*,0,-5
O=C(O)c1c(Cl)c(Cl)c(Cl)c(Cl)c1C(=O)N1CCOCC1,-5,26,7,-9,0,-1,-1,-5
FC(F)(F)c1cc(-c2ccccc2)nc(-n2cncn2)n1,6,7,3,-15,-2,3,2,-8
Cc1cccc(-n2cnc3cc(C(=O)N4CCCCC4)ccc32)c1,14,5,3,5,5,1,2,1
Cc1c(NC(=O)/C(C#N)=C/c2c(N3CCCCC3)nc3ccccn3c2=O)c(=O)n(-c2ccccc2)n1C,-13,-14,-6,1,0,5,-30,36
O=C(Nc1ccccc1)c1ccccc1OS(=O)(=O)c1ccccc1,-7,10,7,6,-9,1,0,-4
Cc1cc(NC(=O)CSCC(=O)N2CCN(c3cccc(C)c3C)CC2)no1,8,9,2,0,-4,8,-12,-6
COc1ccc(OC)c(NS(=O)(=O)c2ccc(NC(=O)c3ccc(NS(C)(=O)=O)cc3)cc2)c1,0,-16,9,-11,-9,-7,0,-8
COc1cc(C(C(=O)NC2CCCCC2)N(C(=O)Cc2c[nH]c3ccccc23)c2ccccc2C)cc(OC)c1OC (stereo unspecified),-6,10,1,10,0,0,1,-10
CC(=O)c1c(-c2ccccc2)c2cc(Cl)ccc2[nH]c1=O,-18,25,-2,-49,-3,4,2,7
O=c1cc(O)c2c(=O)n(-c3ccccc3)c3c(c2o1)CCCCC3,-6,-93,-1,-6,6,7,-2,-2
CCNc1nc2nonc2nc1NCC,16,13,1,-8,8,0,-1,-4
CCCCCCCc1ccc(-c2ccc(O)cc2)nc1,-3,-1,10,6,3,0,-1,-5
Cc1cc(C(=O)CCl)c(C)n1-c1cccc([N+](=O)[O-])c1,-9,6,-5,-11,6,-2,2,-4
CCc1ccc(-c2cc(C)no2)cc1S(=O)(=O)N1CCN(c2cc(C)ccc2C)CC1,-10,7,-14,5,-12,10,-1,-4
